Screening data deposited in PubChem BioAssay by National Center for Advancing Translational Sciences (NCATS).
SW480 rerep = A quantitative high throughput screen for small molecules that induce DNA re-replication in SW480 colon adenocarcinoma cells. SW480 DNA re-replication, Hoechst DNA content imaging, 48 h. AID 624297, 2012. Potency, µM (titrated, usually from 46.1 µM), for inactives: at the top dose re-replication activation, usual class: activators. 340,000 tested, 1.8% active; also: potency is read from the fitted curve at half-maximal effect; % of control where 0% means no effect; nearly all actives have a fitted effect of over 55% in size
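Treated cells incubate 48 hr (37 C, 5% CO2), are stained 40 min with Hoechst, and nuclear fluorescence is enumerated; a rise in nuclei with high DNA signal marks re-replication.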
HT1080 IDH1KD tx = qHTS for induction of synthetic lethality in tumor cells producing 2HG: qHTS for the HT-1080-IDH1KD cell line. HT-1080 IDH1 knockdown viability, ATP luminescence, 48 h. 360,000 tested, 2% active. Potency, µM (titrated, usually from 46.1 µM), for inactives: at the highest dose activity, negative = toxicity, most hits filed as cytotoxic;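 also: potency is read from the fitted curve at half-maximal effect; 0% = DMSO wells and -100% = cell-free medium wells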
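Luminescent ATP read-out (CellTiter-Glo, 10 min at room temperature) after 48 h compound exposure at 37 °C gave viability of IDH1-knockdown HT-1080 cells. Activity was normalised to DMSO and cell-free wells, then fitted as concentration-response curves.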
MCF10A rerep = A quantitative high throughput screen for small molecules that induce DNA re-replication in MCF 10a normal breast cells | MCF 10A DNA re-replication, Hoechst nuclear intensity, 48 h | Potency, µM (highest dose often 46.1 µM), for the others: at the top dose activity, positive = re-replication, actives largely listed as activators | 350,000 tested, 2.9% active; also: potency is read from the fitted curve at half-maximal effect; % of control where 0% means no effect; nearly all actives have a fitted effect of over 50% in size
KB-3-1 tox = qHTS assay for MDR1-selective chemotherapeutics: Primary screen using the parental adenocarcinoma cell KB-3-1; Potency, µM (highest dose often 46.1 µM), inactives show at the highest dose activity change, negative = cytotoxic, actives largely listed as cytotoxic; 400,000 tested, 1.4% active; KB-3-1 viability, CellTiter-Glo ATP luminescence, 72 h; AID 1347075, 2019; also: potency is read from the fitted curve at half-maximal effect; % is scaled to controls: 0 for no effect and ±100 for the full control effect; nearly all actives have a fitted effect of over 60% in size
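KB-3-1 parental drug-naive adenocarcinoma cells in DMEM/10% FBS, incubated 72 h at 37 C with pin-transferred compounds across a concentration series. Viability by CellTiter-Glo luminescence; concentration-response curves fitted after normalization.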
GLP1R cytotox = qHTS of GLP-1 Receptor Inverse Agonists: Cytotox Screen; HEK293 cAMP-luciferase reporter cells, luminescence, 24 h; AID 624418, 2012; 410,000 tested, 0.13% active; Potency, µM (highest dose often 38.3 µM), for the others: at the top dose activity change, negative = inhibition, usual class: inhibitors;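 also: loss of luciferase light is scored as toxicity; potency is read from the fitted curve at half-maximal effect; % is scaled to controls: 0 for no effect and ±100 for the full control effect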
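Cells in DMEM/10% Nu serum/1% pen-strep, 1536-well format. Pre-incubated 12 h, dosed with 23 nL compound, incubated a further 24 h. Luciferase detection, 12 min at room temp, luminescence.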
D3 ag = qHTS of D3 Dopamine Receptor Agonist: qHTS. 410,000 tested, 0.58% active. max activation, %. AID 652048, 2013. D3R DiscoveRx beta-arrestin cells, luminescence, 90 min; in the data active = max activation above about 30%; also: 0% is about no effect; mostly tested at two doses, the higher about 12 µM
Target sequence (P35462 whole entry, looked up): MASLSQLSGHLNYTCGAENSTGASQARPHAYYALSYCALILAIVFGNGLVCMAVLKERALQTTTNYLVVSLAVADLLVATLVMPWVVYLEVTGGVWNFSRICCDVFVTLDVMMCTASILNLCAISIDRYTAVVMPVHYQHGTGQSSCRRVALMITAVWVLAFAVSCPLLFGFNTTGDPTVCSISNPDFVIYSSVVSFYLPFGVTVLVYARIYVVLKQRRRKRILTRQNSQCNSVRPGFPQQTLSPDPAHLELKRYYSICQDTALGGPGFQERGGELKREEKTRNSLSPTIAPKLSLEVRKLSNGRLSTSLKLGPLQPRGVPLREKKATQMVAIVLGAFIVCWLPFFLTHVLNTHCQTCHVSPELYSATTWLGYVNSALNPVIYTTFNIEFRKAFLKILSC
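Cells at 1500/well, incubated overnight, then treated with pinned compounds (dopamine as control) for 90 min at 37 degrees C. DiscoveRx reagent added for 30 - 60 minutes at room temperature; luminescence read.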
IL1B secr inh = qHTS for Inhibitors of Inflammasome Signaling: IL-1-beta AlphaLISA Primary Screen. THP-1 LPS/ATP IL-1B secretion, AlphaLISA, 16 h; stronger effect = lower value. activity change, % at 57.5 µM. 360,000 tested, 4.7% active. AID 743279, 2014; in the data active = activity change below about -50%; inconclusive = mostly about -30% to -49%; also: % is scaled to controls: 0 for no effect and ±100 for the full control effect
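Secreted IL-1B measured by AlphaLISA bead assay after 16 h compound exposure of THP-1 cells; compounds (final up to 57.5 uM) added 1 h before LPS (250 ng/mL) and ATP (1.25 mM) stimulation; lower signal means less secretion.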
KB-V1 cytotox = qHTS assay for MDR1-selective chemotherapeutics: Primary screen using the drug-selected MDR subline cells KB-V1; KB-V1 MDR cells viability, CellTiter-Glo, 72 h; Potency, µM (top dose mostly 46.1 µM), for inactives: top-dose activity change, negative = cytotoxicity, usual class: cytotoxic; 400,000 tested, 3.4% active; AID 1347076, 2019; also: potency is read from the fitted curve at half-maximal effect; % is scaled to controls: 0 for no effect and ±100 for the full control effect; nearly all actives have a fitted effect of over 60% in size
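KB-V1 cells (P-gp-expressing MDR subline of KB-3-1) in phenol-red-free DMEM with 10% FBS were exposed to library compounds over a concentration series for 72 h at 37 degrees C. Viability read by CellTiter-Glo luminescence; concentration-effect curves fitted after normalization.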
HT1080NT lethal = qHTS for induction of synthetic lethality in tumor cells producing 2HG: qHTS for the HT-1080-NT fibrosarcoma cell line | HT-1080-NT fibrosarcoma viability, CellTiter-Glo ATP luminescence, 48 h | 360,000 tested, 1.6% active | Potency, µM (doses to about 46.1 µM), without a hit: at the top dose activity, negative = less viability, most hits filed as cytotoxic | AID 686970, 2013;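 also: NT is the 2HG producing partner of a matched IDH1 knockdown line; potency is read from the fitted curve at half-maximal effect; 0% = DMSO-treated cells and -100% = media-only wells without cells; nearly all actives have a fitted effect of over 55% in size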
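Viability by CellTiter-Glo luminescence after 48 h compound exposure at 37C of HT-1080-NT cells (750/well, RPMI, 5% FBS). % activity scaled between DMSO wells and medium-only wells, then curve-fitted and categorized by curve class.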
Starred values were filed as active, the others as inactive. Unless noted, calls follow the shape of the dose curve; as a rule, active = well fitted curve in the direction sought with a large enough effect; inconclusive = small, poorly fitted or top-dose-only effect, or another doubt; inactive = no such curve, though single readings can be large; an effect the other way counts as inactive or inconclusive.

What do the screens show for `Cc1cc(NC(=O)c2noc3c2CCCCC3)no1`?
SW480 rerep: -2%; HT1080 IDH1KD tx: -12%; MCF10A rerep: 28%; KB-3-1 tox: 2%; GLP1R cytotox: 4%; D3 ag: -27; IL1B secr inh: 0; KB-V1 cytotox: inconclusive; HT1080NT lethal: 9%

How did O=C(Nc1nn[nH]n1)c1cccc([N+](=O)[O-])c1 do in these assays?
SW480 rerep: -1%; HT1080 IDH1KD tx: 16%; MCF10A rerep: 0%; KB-3-1 tox: 10%; GLP1R cytotox: -8%; D3 ag: 3; IL1B secr inh: 15; KB-V1 cytotox: 9%; HT1080NT lethal: 12%

Results for CCc1ccc2nc(N3CCN(C)CC3)c(C#N)cc2c1 ?
SW480 rerep: -3%; HT1080 IDH1KD tx: 5%; MCF10A rerep: inconclusive; KB-3-1 tox: -7%; GLP1R cytotox: -3%; D3 ag: 1; IL1B secr inh: -20; KB-V1 cytotox: -15%; HT1080NT lethal: -6%

How did Cc1ccc(C(C)(C)C)c(OCCOCCN2CCCC2)c1 do in these assays?
SW480 rerep: 0%; HT1080 IDH1KD tx: 1%; MCF10A rerep: inconclusive; KB-3-1 tox: -8%; GLP1R cytotox: 1%; D3 ag: -30; IL1B secr inh: -8; KB-V1 cytotox: inconclusive; HT1080NT lethal: 3%

What do the screens show for `CC(C)c1ccc(OCC(=O)N(Cc2ccc(N(C)C)cc2)C2CCS(=O)(=O)C2)cc1` (stereo not drawn)?
KB-3-1 tox: 1%; GLP1R cytotox: 6%; D3 ag: -2; KB-V1 cytotox: -3%

Results for CC(C)(C)C(=O)N1CCCC1C(=O)O (stereo not drawn) ?
SW480 rerep: -5%; HT1080 IDH1KD tx: 20%; MCF10A rerep: -1%; KB-3-1 tox: 0%; GLP1R cytotox: -6%; D3 ag: 2; IL1B secr inh: 0; KB-V1 cytotox: 13%; HT1080NT lethal: 22%

Results for COc1ccc(S(=O)(=O)N2CCN(Cc3ccccc3[N+](=O)[O-])CC2)cc1 ?
SW480 rerep: 0%; HT1080 IDH1KD tx: -15%; MCF10A rerep: 17%; KB-3-1 tox: 0%; GLP1R cytotox: 5%; D3 ag: -2; IL1B secr inh: -18; KB-V1 cytotox: 18%; HT1080NT lethal: 8%

How did CCOCCCNC(=O)C1CCCN(Cc2nc(-c3ccc(CC)cc3)oc2C)C1 (stereo not drawn) do in these assays?
KB-3-1 tox: -9%; GLP1R cytotox: -8%; D3 ag: -11; KB-V1 cytotox: -7%

What do the screens show for `Cc1ccc(CNC(=O)c2ccc(-c3nc(CN4CCc5ccccc54)c(C)o3)cc2)cc1`?
KB-3-1 tox: -29%; GLP1R cytotox: -7%; D3 ag: 7; KB-V1 cytotox: inconclusive

Results for NS(=O)(=O)c1ccc(CCNC(=O)c2ccc([N+](=O)[O-])s2)cc1 ?
SW480 rerep: inconclusive; HT1080 IDH1KD tx: -19%; MCF10A rerep: 19%; KB-3-1 tox: -13%; GLP1R cytotox: -5%; D3 ag: -24; IL1B secr inh: 25; KB-V1 cytotox: inconclusive; HT1080NT lethal: inconclusive

What do the screens show for `COc1c(F)cccc1C1=CC(=O)C[C@H](c2ccc3c(c2)OCO3)C1`?
SW480 rerep: -4%; HT1080 IDH1KD tx: 0%; MCF10A rerep: 13%; KB-3-1 tox: 2%; GLP1R cytotox: 4%; D3 ag: 3; IL1B secr inh: -5; KB-V1 cytotox: -4%; HT1080NT lethal: -4%

How did COc1cc(NC(=O)c2ncn[nH]2)cc(OC)c1OC do in these assays?
SW480 rerep: -2%; HT1080 IDH1KD tx: 7%; MCF10A rerep: 10%; KB-3-1 tox: 1%; GLP1R cytotox: -4%; D3 ag: 1; IL1B secr inh: 32; KB-V1 cytotox: 16%; HT1080NT lethal: 0%

What do the screens show for `Cc1ccc(Sc2cc(C(=O)NCCN(C)C)c3ccccc3n2)cc1`?
SW480 rerep: -6%; HT1080 IDH1KD tx: -23%; MCF10A rerep: 0%; KB-3-1 tox: -9%; GLP1R cytotox: 0%; D3 ag: -13; IL1B secr inh: -29; KB-V1 cytotox: -17%; HT1080NT lethal: inconclusive

Results for COCCNCc1ccccc1 ?
SW480 rerep: -4%; HT1080 IDH1KD tx: -3%; MCF10A rerep: 26%; KB-3-1 tox: -4%; GLP1R cytotox: -7%; D3 ag: -2; IL1B secr inh: 25; KB-V1 cytotox: -8%; HT1080NT lethal: 26%

How did O=C(Nc1ccc(O)cc1)c1cc(S(=O)(=O)N2CCCC2)ccc1Cl do in these assays?
SW480 rerep: -4%; HT1080 IDH1KD tx: 5%; MCF10A rerep: 11%; KB-3-1 tox: inconclusive; GLP1R cytotox: -8%; D3 ag: 4; IL1B secr inh: -3; KB-V1 cytotox: inconclusive; HT1080NT lethal: 13%

How did Cc1ccc(NC(=O)CCC(=O)N/N=C/c2cccnc2)cc1 do in these assays?
SW480 rerep: 3%; HT1080 IDH1KD tx: 8%; MCF10A rerep: inconclusive; KB-3-1 tox: 7%; GLP1R cytotox: 4%; D3 ag: -5; IL1B secr inh: 11; KB-V1 cytotox: 17%; HT1080NT lethal: 3%

What do the screens show for `O=C(C1CC1)N1CCN(c2ccc(F)cc2)CC1`?
SW480 rerep: -2%; HT1080 IDH1KD tx: 8%; MCF10A rerep: 2%; KB-3-1 tox: -6%; GLP1R cytotox: -17%; D3 ag: 6; IL1B secr inh: -5; KB-V1 cytotox: 0%; HT1080NT lethal: 15%

Results for O=C(c1ccc(Cl)cc1)c1oc2ccccc2c1CS(=O)(=O)c1ccccc1 ?
SW480 rerep: -2%; HT1080 IDH1KD tx: 2%; MCF10A rerep: inconclusive; KB-3-1 tox: 21%; GLP1R cytotox: -24%; D3 ag: -5; IL1B secr inh: 0; KB-V1 cytotox: 6.5µM*; HT1080NT lethal: 14%

Results for COc1ccc(/C(C)=N/NC(=O)CN(c2ccc(OC)cc2)S(=O)(=O)c2ccccc2)cc1 ?
SW480 rerep: -7%; HT1080 IDH1KD tx: -1%; MCF10A rerep: 1%; KB-3-1 tox: -6%; GLP1R cytotox: 2%; D3 ag: 2; IL1B secr inh: -8; KB-V1 cytotox: -4%; HT1080NT lethal: 15%

How did CCNS(=O)(=O)c1c(C)cc(N2CCCC2=O)cc1C do in these assays?
SW480 rerep: inconclusive; HT1080 IDH1KD tx: -17%; MCF10A rerep: 2%; KB-3-1 tox: -3%; GLP1R cytotox: -30%; D3 ag: -1; IL1B secr inh: 5; KB-V1 cytotox: 0%; HT1080NT lethal: -10%

What do the screens show for `COc1ccc(/C=C2\CCn3c2nc2cc(C(=O)O)ccc2c3=O)cc1`?
SW480 rerep: 0%; HT1080 IDH1KD tx: inconclusive; MCF10A rerep: -3%; KB-3-1 tox: 4%; GLP1R cytotox: -15%; D3 ag: 5; IL1B secr inh: 27; KB-V1 cytotox: 25%; HT1080NT lethal: 3%

What do the screens show for `Cc1ccc(CNC(=O)COC(=O)C2CCC2)cc1`?
SW480 rerep: -1%; HT1080 IDH1KD tx: 17%; MCF10A rerep: -3%; KB-3-1 tox: -17%; GLP1R cytotox: 0%; D3 ag: 2; IL1B secr inh: -9; KB-V1 cytotox: 33%; HT1080NT lethal: 0%

Results for COc1cccc(NS(=O)(=O)c2cc(C)ccc2OC)c1 ?
SW480 rerep: -3%; HT1080 IDH1KD tx: -8%; MCF10A rerep: -6%; KB-3-1 tox: -1%; GLP1R cytotox: -16%; D3 ag: 1; IL1B secr inh: 14; KB-V1 cytotox: -18%; HT1080NT lethal: -3%

A section of the results above, as a working copy:
What do the screens show for `COc1c(F)cccc1C1=CC(=O)C[C@H](c2ccc3c(c2)OCO3)C1`?
SW480 rerep: -4%; HT1080 IDH1KD tx: 0%; MCF10A rerep: 13%; KB-3-1 tox: 2%; GLP1R cytotox: 4%; D3 ag: 3; IL1B secr inh: -5; KB-V1 cytotox: -4%; HT1080NT lethal: -4%

How did COc1cc(NC(=O)c2ncn[nH]2)cc(OC)c1OC do in these assays?
SW480 rerep: -2%; HT1080 IDH1KD tx: 7%; MCF10A rerep: 10%; KB-3-1 tox: 1%; GLP1R cytotox: -4%; D3 ag: 1; IL1B secr inh: 32; KB-V1 cytotox: 16%; HT1080NT lethal: 0%

What do the screens show for `Cc1ccc(Sc2cc(C(=O)NCCN(C)C)c3ccccc3n2)cc1`?
SW480 rerep: -6%; HT1080 IDH1KD tx: -23%; MCF10A rerep: 0%; KB-3-1 tox: -9%; GLP1R cytotox: 0%; D3 ag: -13; IL1B secr inh: -29; KB-V1 cytotox: -17%; HT1080NT lethal: inconclusive
